CDK5 inh – CDK5/p35 (human) kinase inhibition. Q00535+Q15078. Recombinant CDK5/p35, ADP-Glo luminescence, 60 min. inhibition, % at 10 µM. 330,000 compounds, 0.01% hits. AID 488839;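 active = highest replicate inhibition of at least 50% and at least 75% of replicates reaching 50%; inconclusive = only one of the two criteria met; inactive = both criteria failed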;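 note: plate controls were DMSO neutral control for no effect and GW8510 at 10 µM for full effect; many of its hits are not listed in these tables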
dFosB activator – enhances mouse delta FosB homodimer DNA binding; purified delta FosB, TAMRA-CDK5 oligo fluorescence polarization; percent of positive-control signal above neutral wells; activation, % at 25 µM; 340,000 compounds, 0.99% hits;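 active = mean activation above about 17%, with every replicate also reaching it, limit read from the data, passing the limit was not always enough; inconclusive = only one of the two conditions met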;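 note: fluorescence polarization rise as delta FosB binds a TAMRA Cdk5 AP-1 oligo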
MITF TRPM1 HTS – activators of MITF-driven TRPM1 promoter activity in SK-MEL-5 cells; SK-MEL-5 TRPM1-promoter luciferase, 24 h; % of positive control, neutral wells = 0; activation, % at 12.5 µM; 300,000 compounds, 0.75% hits;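 active = mean activation of at least 80% with every replicate also reaching 80%; inconclusive = mean reaches 80% but some replicate falls short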;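 note: 0% = neutral control wells and 100% = parthenolide positive control wells; values of inactives mirror those of a sister screen read the other way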
HTR5A ag ctr – HTR5A agonism, opioid heterodimer counter-screen; HTR5A agonist assay, luminescence, cell-based; activation, % at 9.3 µM; 340,000 compounds, 0.61% hits; AID 504692; in the data active = activation mostly above about 9.5%, no sharp cut-off; inactive = mostly below about 7.6%;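 note: 0% = cells with vehicle only and 100% = reference agonist; strong numbers were not always called active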
PvdQ inh – P. aeruginosa PvdQ acylase inhibition; purified PvdQ acylase, fluorescence plate reader; inhibition, % at 10 µM; 340,000 compounds, 0.063% hits; in the data active = inhibition above about 30%, passing the limit was not always enough; inconclusive = no clear call, values can overlap the other calls;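 note: 0% = vehicle neutral wells and 100% = reference inhibitor wells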
Rtt109 HAT inh – C. albicans Rtt109 histone acetyltransferase inhibition; 330,000 compounds, 0.16% hits; AID 540336; inhibition, % at 34.9 µM; Q5AAJ8; purified Rtt109/Vps75, ThioGlo CoA-SH fluorescence, 4 h;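 active = inhibition of at least 50% in every replicate; inconclusive = best replicate reaches 50% inhibition but some replicates fall short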
Target sequence (Q5AAJ8 whole entry, looked up): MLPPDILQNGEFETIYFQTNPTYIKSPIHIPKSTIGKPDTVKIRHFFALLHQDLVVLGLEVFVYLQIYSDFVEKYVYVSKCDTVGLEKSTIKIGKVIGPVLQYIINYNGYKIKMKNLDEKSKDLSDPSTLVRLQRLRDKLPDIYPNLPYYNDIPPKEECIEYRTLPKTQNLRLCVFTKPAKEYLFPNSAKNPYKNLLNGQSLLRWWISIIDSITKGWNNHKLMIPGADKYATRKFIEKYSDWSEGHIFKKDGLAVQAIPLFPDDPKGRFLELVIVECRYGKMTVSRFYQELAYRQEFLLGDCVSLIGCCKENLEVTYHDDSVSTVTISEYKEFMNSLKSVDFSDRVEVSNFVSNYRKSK
RTF Ca sens act – cardiac RTF calcium sensitization. P19429+P45379. IANBD-labeled TnC RTF fluorescence at EC20 calcium; 0% EC20 calcium, 100% full calcium. activation, % at 7.2 µM. 340,000 compounds, 0.24% hits;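 active = activation above the mean over all tested compounds plus 3 SD, cut at about 30% in these data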;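 note: rise in fluorescence read as greater calcium sensitivity of cardiac thin filaments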
SR-BI DiI inh – inhibitors of mouse SR-BI mediated HDL lipid uptake; Q61009; ldlA[mSR-BI] CHO cells, DiI-HDL uptake fluorescence, 3 h; inhibition, % at 12.5 µM; 320,000 compounds, 0.96% hits; AID 488896;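 active = mean replicate inhibition of at least 70% and a set share of replicates each scoring 70 or more; inconclusive = meets just one of the two criteria; inactive = fails both criteria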;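 note: 0% = median of neutral control wells and 100% = median of positive control wells; values of inactives mirror those of a sister screen read the other way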
Target sequence (Q61009 whole entry, looked up): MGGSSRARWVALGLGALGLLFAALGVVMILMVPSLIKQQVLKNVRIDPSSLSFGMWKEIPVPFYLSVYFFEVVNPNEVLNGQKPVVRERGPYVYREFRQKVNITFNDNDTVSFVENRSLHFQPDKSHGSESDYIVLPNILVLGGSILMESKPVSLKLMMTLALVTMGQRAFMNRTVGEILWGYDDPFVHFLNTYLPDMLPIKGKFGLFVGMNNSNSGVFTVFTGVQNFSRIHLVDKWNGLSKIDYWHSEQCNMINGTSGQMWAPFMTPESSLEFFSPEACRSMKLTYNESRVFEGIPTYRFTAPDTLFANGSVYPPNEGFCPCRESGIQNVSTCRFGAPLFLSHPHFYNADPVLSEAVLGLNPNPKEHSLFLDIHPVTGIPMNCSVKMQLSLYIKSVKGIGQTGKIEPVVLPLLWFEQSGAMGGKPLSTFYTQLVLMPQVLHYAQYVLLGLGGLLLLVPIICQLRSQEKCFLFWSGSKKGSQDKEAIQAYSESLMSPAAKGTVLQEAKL
Wnt act – activators of Wnt/beta-catenin signaling. 300,000 compounds, 1.2% hits. activation, % at 9.35 µM. Wnt/beta-catenin reporter cell assay, activator, plate reader; in the data active = activation above about 30%, passing the limit was not always enough; inconclusive = no clear call, values can overlap the other calls;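 note: 0% = neutral control wells and 100% = positive control wells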
SR-BI DiI-HDL act – enhances SR-BI lipid uptake from DiI-HDL; CHO ldlA[mSR-BI] cells, DiI-HDL uptake fluorescence, 3 h; 100 = double the neutral-control signal; 320,000 compounds, 0.096% hits; activation, % at 12.5 µM;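 active = mean replicate activation of at least 60% and every replicate at or above 60%; inconclusive = mean or all-replicate condition met, but not both; inactive = mean below 60% and not all replicates reaching 60%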;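 note: 0% = median plate neutral-control signal and 100% = twice that signal; values of inactives mirror those of a sister screen read the other way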
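Test system: SR-BI-overexpressing, LDLR-lacking CHO cells. Measured by: DiI fluorescence, bottom read. Medium: Ham's F12 with 0.5% BSA, HEPES 25 mM, pH 7.4. Timing: 3 h uptake period with compound, 37 °C.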
Starred values were filed as active, the others as inactive; ? = inconclusive; . = not tested or not shown. The order is random (roughly 4.4% active in at least one column).

SMILES	CDK5 inh	dFosB activator	MITF TRPM1 HTS	HTR5A ag ctr	PvdQ inh	Rtt109 HAT inh	RTF Ca sens act	SR-BI DiI inh	Wnt act	SR-BI DiI-HDL act
CS(=O)(=O)N(CC(=O)Nc1ccc(S(=O)(=O)N2CCOCC2)cc1)c1cccc(F)c1	-0.9	-3	-2	2	8	-3	3	-5	-1	5
N#CC(c1ccccc1)c1ccc(C(=O)c2ccc(F)cc2)cc1 (stereo not given)	0.7	8	-15	1	1	6	-7	-3	.	3
CCN1CCN(c2ncnc3scc(-c4ccc(C)c(C)c4)c23)CC1	-1.3	-10	17	1	-8	2	3	.	-3	.
O=C(CCC(=O)N1CCN(S(=O)(=O)c2ccc([N+](=O)[O-])cc2)CC1)N1CCOCC1	-2.6	-12	6	3	-18	0	5	2	-4	-2
O=[N+]([O-])c1ccc(O)c(C=NNc2ccc(S(=O)(=O)O)cc2)c1	0.8	-9	9	-4	-8	4	-5	-13	2	13
CCC(C)Sc1ccc([C@@H]2[C@@H]3C(=O)N(C)C(=O)[C@@H]3[C@]3(C(=O)OC)CCCCN23)cc1 (stereo not given in full)	-8.8	-2	7	4	-18	-17	0	23	-2	-23
N#CC1(NC(=O)CSc2nc3ccccc3o2)CCCCC1	-0.4	-14	7	1	11	9	-2	-11	-2	11
Cc1cc2n(n1)SC(Nc1ccc(F)cc1)N2 (stereo not given)	2.7	-3	.	4	8	30	-7	1	6	-1
CCCOc1ccc(Cn2c(=O)oc3ccc(C)cc32)cc1	0.3	-1	-11	0	-1	6	-2	-9	0	9
Clc1ccc(CN2C3=NCCN3c3ccccc32)cc1Cl	-1.9	-1	11	1	-7	10	-2	-3	-8	3
O=C(N/N=C/C=C/c1cccc([N+](=O)[O-])c1)C(O)c1ccccc1 (stereo not given)	-0.1	-3	-6	-3	8	-4	1	17	2	-17
COc1ccccc1NC(=O)c1cc(=O)[nH]c2ccccc12	2.4	-3	.	3	-18	0	-2	20	-3	-20
CCN(CC)CCCN1C(=O)C(O)=C(C(=O)c2ccco2)C1c1ccc(C)o1 (stereo not given)	0.2	-5	-4	1	9	6	8	-29	8	29
COc1ccc2ccccc2c1CN1CCN(Cc2ccccc2)CC1	-1.4	-1	0	-6	4	4	0	-8	.	8
COc1cc(-c2nc(N)n[nH]2)cc(OC)c1OC	-3.2	3	-5	-1	-12	6	-2	-9	0	9

Compound profiles, from the list above. Screens in order: CDK5 inh, dFosB activator, MITF TRPM1 HTS, HTR5A ag ctr, PvdQ inh, Rtt109 HAT inh, RTF Ca sens act, SR-BI DiI inh, Wnt act, SR-BI DiI-HDL act
`CCC(C)Sc1ccc([C@@H]2[C@@H]3C(=O)N(C)C(=O)[C@@H]3[C@]3(C(=O)OC)CCCCN23)cc1` (stereo not given in full) is listed as -8.8, -2, 7, 4, -18, -17, 0, 23, -2, -23
`CS(=O)(=O)N(CC(=O)Nc1ccc(S(=O)(=O)N2CCOCC2)cc1)c1cccc(F)c1` is listed as -0.9, -3, -2, 2, 8, -3, 3, -5, -1, 5

Next section
SMILES	CDK5 inh	dFosB activator	MITF TRPM1 HTS	HTR5A ag ctr	PvdQ inh	Rtt109 HAT inh	RTF Ca sens act	SR-BI DiI inh	Wnt act	SR-BI DiI-HDL act
C=CCSc1nc2c(C(=O)OCC)nnn2c2ccccc12	0.1	-52	10	0	-2	-1	-3	8	-2	-8
CCNC(=O)CC1C(=O)N(c2ccccc2)C(=O)N1CCc1ccc(OC)c(OC)c1 (stereo not given)	0.3	-5	2	-2	-2	-13	-3	-3	.	3
CC1CCCC(NC(=O)COC(=O)Cc2cn3ccsc3n2)C1C (stereo not given)	-1.1	-2	3	1	7	5	2	7	-1	-7
O=C(NC1CCCC1)C(c1ccsc1)N(C(=O)Cc1cccs1)c1ccccc1 (stereo not given)	-1.1	5	2	-1	-1	.	5	-25	-2	25
Cc1ccc(N2CCN(C(=S)c3ccc(-c4ccccc4[N+](=O)[O-])o3)CC2)cc1	0.7	-8	-12	-1	-11	5	-5	-243	0	?
Cc1cnc(C(=O)Nc2ccc(N3CCOCC3)cc2)cn1	0.7	2	55	3	-9	1	-2	-21	.	21
COc1nc(C)ccc1-c1noc(-c2cccnc2)n1	0.6	-11	.	-1	-8	2	-1	-6	18	6
Cn1nc(-c2ccccc2)c2nc3ccccc3nc21	0.3	-1	-15	-6	-10	-28	52*	15	.	-15
COc1ccc(NC(=O)c2cccc(Cl)c2)c[n+]1[O-]	0.3	2	.	4	-11	-1	1	-1	-2	1
CC1(C)CC(O)C(CCC(O)c2ccccc2)C(C)(C)N1 (stereo not given)	-2.4	-1	18	-5	4	6	-2	-23	.	23
CCCNS(=O)(=O)c1ccc2c(c1)CCCN2C(C)=O	-0.9	0	.	2	-1	-2	-2	4	0	-4
C=CCOn1c(=O)c(=O)n(OCc2ccccc2)c2ccccc21	0.1	0	8	-1	-6	2	-3	26	.	-26
C=CCOC(=O)COc1ccc2c(C)c(CC)c(=O)oc2c1	0.3	-19	7	3	-8	-6	0	-14	-8	14
COC(=O)c1cccc(COC(=O)CNC(=O)c2ccco2)c1	-1.5	0	.	1	-14	-6	0	11	-1	-11
CCn1c(Cc2ccc(OC)cc2)nnc1SCc1nc2ccccc2c(=O)[nH]1	-0.3	1	1	1	3	-1	1	-7	-1	7
CCCCN1CC(=O)N2[C@H](c3ccc(OC)cc3)[C@@H]3C(=O)N(CC)C(=O)[C@@H]3[C@]2(C)C1=O	-2.2	3	-3	-1	3	3	-1	-45	.	45
Cc1cccc(Nc2ccccc2C(=O)NCc2ccco2)c1C	-1.1	-10	-11	-1	-1	9	-2	62	.	-62
CC(C)Nc1nc2ccccc2c(=O)[nH]1	2.7	-6	3	-4	-14	-2	1	-12	-3	12
Cc1cccc(OCC(=O)Nc2ccc3c(c2)nc(CCN2CCN(c4ccccn4)CC2)n3C)c1	-0.5	-15	-37	-2	-8	15	-6	73*	-2	-73
CCCN1CCN(CCCNC(=O)c2cc3c(=O)[nH]c4ccc(C)cc4c3s2)CC1	-0.9	-40	12	-11	-7	14	-2	.	3	.
CCOc1ccc(S(=O)(=O)NCCc2ccccn2)cc1	-0.5	3	-1	4	-1	7	-2	-13	1	13
COC(=O)c1c(C)[nH]c(C)c1-c1ccccc1Cl	0.5	-1	-10	4	-19	4	-2	0	-1	0
COc1ccccc1C1=CN(Cc2ccccc2)CCC1=O	-0.5	2	-6	1	-9	2	-1	-13	0	13
CCOC(=O)C1CCCN(C(=O)c2cc3nc(-c4ccc5c(c4)OCO5)cc(C(F)(F)F)n3n2)C1 (stereo not given)	-0.7	-15	-4	5	-15	0	3	63	.	-63
COc1ccc2c(CC(=O)OCC(=O)NC(N)=O)coc2c1	1.9	11	-7	2	-3	-4	-4	-10	-1	10
COc1ccc(CC(=O)Nc2nc(-c3ccncc3)cs2)cc1	1.0	3	1	3	-5	10	-3	-13	0	13
CC(=O)c1ccc(NS(=O)(=O)c2ccc(N)cc2)cc1	1.4	8	-3	3	9	-3	2	-4	-2	4
CCCc1oc2c(c(=O)c1CC)C(=O)CC(C)(C)C2	0.8	-3	.	2	-16	-3	-2	15	.	-15
COc1ccc(CCN(Cc2cccs2)S(=O)(=O)c2ccc(S(=O)(=O)N3CCC(C)CC3)cc2)cc1OC	-2.1	6	4	-2	-13	-3	1	6	.	-6
CC(=O)c1cccc(N(CC(=O)NCC2CCCO2)C(=O)CCC(=O)Nc2cc(C)on2)c1 (stereo not given)	-0.4	-8	-9	0	-15	-1	5	-13	-3	13
CCCn1c(=O)[nH]c2ccccc21	1.4	-6	-5	8	-5	-14	1	-16	.	16
O=C(O)c1cc(Br)ccn1	-0.4	-1	-9	-6	-10	5	-1	2	-1	-2
O=C(O)c1cc(-c2ccc(Cl)cc2)n[nH]1	1.2	-2	-2	-1	-15	-1	8	-15	.	15
O=S(=O)(c1ccc(Cl)s1)N1CCN(CCc2ccccc2)CC1	-0.5	-3	-3	1	-3	-13	2	15	0	.
COCCNC(=O)c1snc2ccc(Cl)cc12	0.3	-8	11	1	2	-15	8	-27	-6	27
CN(C)S(=O)(=O)c1ccc(C(=O)Nc2cc(S(=O)(=O)Nc3ccccc3Cl)ccc2N2CCCCC2)cc1	-0.6	-6	-9	2	7	-1	-6	30	8	-30
Cc1ccc(C(C)C)cc1OCCCCN1CCCC1	0.7	-9	17	11	-9	3	0	-7	-7	7
CC(Oc1ccc2c3c(c(=O)oc2c1)CCCC3)C(=O)NCC(O)c1ccccc1 (stereo not given)	.	-9	1	7	-27	6	0	56	-4	-56
Cc1[nH]c2ccccc2c1C(=O)COC(=O)c1ccccc1O	-1.0	4	111*	4	8	-2	-4	18	-1	-18
N#Cc1c(N)n(CCNC(=O)c2ccc(Cl)cc2)c2nc3ccccc3nc12	0.9	0	12	-1	-1	-32	6	-14	-1	14
CCc1nc(C(N)=O)c2[nH]c(=O)n(-c3ccc(OC)cc3OC)c2n1	-0.1	-7	1	-3	4	-2	0	-14	.	14
Cc1cc(C)nc(N/N=C/C2=C(N3CCOCC3)C(=C\c3ccc(Cl)cc3)/CC2)n1	0.6	-10	-20	-1	-9	-8	0	74*	-1	-74
Cc1cc(C(=O)OC(C)C(=O)N2CCc3ccccc32)ccc1[N+](=O)[O-] (stereo not given)	-2.0	-8	-7	4	-27	1	12	-12	4	12
CC(CCN1C(Nc2ccccc2)=NC[C@@H]1Cc1ccccc1)c1ccccc1 (stereo not given in full)	0.9	-7	14	-2	-16	-5	-6	-25	1	25
Cn1ccnc1C1CCCCN1Cc1nc(-c2ccc(Cl)cc2)no1 (stereo not given)	-0.5	1	-9	3	-6	-1	-3	3	10	-3
Cc1ccc(NC(=O)CCSc2nnc3ccccn23)cc1	-0.7	6	3	2	1	2	-7	-18	.	18
Cc1cccc(-c2nnc(SCC#N)n2-c2cccc(Cl)c2)c1	-0.2	-6	.	-3	3	.	10	-1	.	1
CCOC(=O)c1ccc(CNC(=O)C2CCC(=O)N(CCc3ccccc3)C2)o1 (stereo not given)	0.4	-10	13	-4	-5	-1	0	7	-1	-7
O=C(Nc1ccccc1Cl)c1cc(S(=O)(=O)N2CCCCC2)ccc1N1CCOCC1	-0.7	-8	.	1	10	60*	0	-3	13	3
CCOC(=O)N1CCC(NCCNC(=O)c2ccc(F)cc2)CC1	-1.7	-6	3	8	-10	0	1	-33	1	33
COc1ccc(CCNC2CC(=O)N(CCc3ccc(OC)c(OC)c3)C2=O)cc1OC (stereo not given)	0.3	0	-7	3	-11	-8	0	15	.	-15
COc1ccc(Nc2ccc(N3C(=O)CC(C)C3=O)cc2[N+](=O)[O-])cn1 (stereo not given)	1.5	6	0	1	8	1	2	.	3	.
Cc1cc(C)c(-c2cc(NC(=O)CSc3n[nH]c(N)n3)n(-c3ccccc3)n2)cc1C	1.6	-9	18	0	-25	7	2	42	.	-42
Cc1ccc(NC(=O)COC(=O)/C=C/c2cccs2)c(C)c1	0.1	-1	-1	4	21	14	-7	4	.	-4

Screens as filed in PubChem BioAssay.
